LMNA splice mod: qHTS Assay for Modulators of Lamin A Splicing | actives 0.01% (n = 200,000) | Potency, µM (doses to about 46.1 µM), without a hit: top-dose ratio change, negative = inhibition, usual class: inhibitors | HeLa LMNA splicing GFP/RFP minigene ratio, 48 h | AID 1487, 2009; active = well fitted inhibition curve with a large enough effect in the signal ratio, with a control signal flat, not every such curve was filed as active; inconclusive = small, poorly fitted or top-dose-only effect, or effect the other way, or a change in a side signal; the % refers to the signal ratio
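S3 HeLa cells stably expressing lamin A-EGFP splicing minigene plus DsRed2, 600 cells/well, 48 h compound exposure at 37C. Laser-scanning cytometry; analysed as GFP (500-530 nm)/RFP (575-640 nm) total intensity ratio; 0.5% DMSO vehicle.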
The depositor's hits bear a star; ? = inconclusive; [ ] = another dose, or the depositor's remark. % is scaled to controls: 0 for no effect and ±100 for the full control effect; potency is read from the fitted curve at half-maximal effect. Only part of the results is shown; count on the stated rates, not on these rows.

cpd	LMNA splice mod	SMILES
1	?	CCCNC(=O)Cn1nc(C)c2c(C)n(-c3ccccc3)nc2c1=O
2	22%[46 µM]	CCCC(CCC)C(=O)Nc1cc(-c2cn3cccnc3n2)ccc1OC
3	6%[46 µM]	Cc1cccc(NS(=O)(=O)c2nnc(NC(=O)C3CCCCC3)s2)c1
4	0%[46 µM]	CCNC(=O)c1ccc2nc(CCc3ccccc3)oc2c1
5	?	CC1=C(c2ccc(C)c(C)c2)S(=O)(=O)N=C1N1CCC(C(=O)N2CCC(C)CC2)CC1
6	?	CCc1ccc(C2=NN(CCC(=O)NCCc3ccc(OC)c(OC)c3)C(=O)CC2)cc1
7	9%[46 µM]	CCOC(=O)c1c(C)oc2ncnc(Nc3cc(Cl)ccc3OC)c12
8	?	CS(=O)(=O)c1cccc(-c2nnc(NC(=O)c3ccc4c(c3)OCCO4)o2)c1
9	-6%[46 µM]	CC(NC(=O)c1ccc2nc(Cc3ccccc3)oc2c1)c1ccccc1 (stereo unspecified)
10	10%[46 µM]	COC(=O)c1cc(C)nc2c1c(=O)nc(SCc1ccccc1C)n2C1CC1
11	?	CC(=O)Nc1ccc(C(=O)Nc2ccc3c(c2)N(C2CCCC2)C(=O)c2ccccc2S3)cc1
12	0%[46 µM]	COc1ccc(OC)c(S(=O)(=O)N2CCN(Cc3nc4ccc(C)cc4o3)CC2)c1
13	?	Cc1cccc(NC(=O)c2cc(S(=O)(=O)NCc3ccc4c(c3)OCO4)ccc2F)c1C
14	18%[46 µM]	COc1ccc(NC(=O)c2ccc3nc(C(C)C)oc3c2)cc1OC
15	?	Cc1cc(C)cc(OCC(=O)NCC2(N3CCOCC3)CCCCC2)c1
16	-13%[46 µM]	CCOc1ccc(NC(=O)CSc2nc3ccccc3c(=O)n2CCC(=O)NC2CCCCC2)cc1
17	-1%[46 µM]	O=C(CCOc1ccccc1)N(Cc1cccnc1)c1nc2ccc(Cl)cc2s1
18	4%[46 µM]	Cc1cc(C)c(NC(=O)CSc2nc3nccnc3c(=O)n2CCc2c[nH]c3ccccc23)c(C)c1
19	-2%[46 µM]	Cc1ccsc1CN1CCc2nc(N3CCN(c4ccccc4F)CC3)ncc2C1
20	-2%[46 µM]	COc1ccc(CNC(=O)C2=C(C)C(=O)OC23CCCCC3)cc1
21	15%[46 µM]	Cn1cc(S(=O)(=O)N2CCOCC2)cc1C(=O)Nc1ccc(Cl)c(C(F)(F)F)c1
22	-2%[46 µM]	COc1ccc(CCNC(=O)c2ccc(Cn3c(SCC(=O)NCCC(C)C)nc4cc5c(cc4c3=O)OCO5)cc2)cc1OC
23	?	COc1cc(OC)c(NC(=O)C(C)n2nc(-c3ccc(C)c(C)c3)ccc2=O)cc1Cl (stereo unspecified)
24	36%[46 µM]	Cc1ccccc1NC(=O)c1sc2nc(-c3cc4ccccc4oc3=O)[nH]c(=O)c2c1C
25	0%[46 µM]	COc1ccc(-c2nc(C)c(CCNC(=O)c3ccco3)s2)cc1
26	-17%[46 µM]	CCN(CC)C(=O)c1sc2c(c1C)c(=O)n(-c1ccc(Cl)c(Cl)c1)c(=O)n2CC(=O)Nc1cccc(OC)c1
27	?	CCc1cccc(C)c1NS(=O)(=O)c1c(C(=O)N2CCC(C)CC2)c(C)n(C)c1C
28	?	Cc1nc(-c2ccc(Cl)cc2)sc1CCNC(=O)C(=O)Nc1ccc2c(c1)OCCO2
29	?	CCN(CC)CCNC(=O)CN1N=C(c2ccc(OC)cc2)CCC1=O
30	?	Cc1cccn2c(=O)cc(COc3ccc(NC(=O)C(C)C)cc3)nc12
31	?	COc1cc(Cl)c(NC(=O)CN(C)S(=O)(=O)c2ccc3[nH]c4c(c3c2)CCCC4)c(OC)c1
32	-33%[46 µM]	CCn1c2c(c(=O)n3ncc(C(=O)Nc4ccc(F)c(Cl)c4)c13)CN(Cc1ccc(OC)cc1)CC2
33	?	Cc1ccc(NC(=O)C(=O)NCC(c2cccnc2)N2CCOCC2)cc1C (stereo unspecified)
34	?	CCN(C(=O)CCS(=O)(=O)c1ccc2c(c1)oc(=O)n2C)c1ccc(OC)cc1
35	12%[46 µM]	CCOc1ccccc1NC(=O)N1CC(CC)Oc2ccccc21 (stereo unspecified)
36	4%[46 µM]	Cc1ccccc1NS(=O)(=O)c1ccc2[nH]cc(C(=O)N3CCCCC3)c(=O)c2c1
37	-7%[46 µM]	Cc1ccc(-n2nnnc2CNC(=O)C(C)(C)C)cc1C
38	?	CCOc1ccccc1CNC(=O)c1ccc2c(c1)nc1n2CCCCC1
39	-8%[46 µM]	CCOc1ccc(-c2c(C)nn3c(C)c(C(=O)NCCc4ccccc4)cnc23)cc1OCC
40	5%[46 µM]	CCCCNC(=O)c1nn(-c2ccc(C)cc2)c(=O)n(C)c1=O
41	3%[46 µM]	O=C(C1CCC1)N1CCCc2cc(S(=O)(=O)N3CCN(c4cccc(Cl)c4)CC3)ccc21
42	?	Cn1cc(-c2cc3n(n2)CCC(=O)N3CCCC(=O)NCc2ccccc2Cl)c2ccccc21
43	-9%[46 µM]	Cc1nc(-c2ccc(S(=O)(=O)Nc3ccc(Cl)c(C(F)(F)F)c3)cc2)co1
44	-9%[46 µM]	CCC(C(=O)Nc1ccc(C(C)=O)cc1)n1cnc2nc3c(cc2c1=O)CCCC3 (stereo unspecified)
45	-10%[46 µM]	CCN(C(=O)CCn1cnc2onc(-c3ccc(F)cc3)c2c1=O)c1ccc(OC)cc1
46	2%[46 µM]	O=C(Cn1c(=O)ccc2cc(S(=O)(=O)N3CCCC3)ccc21)NCc1ccc(Cl)cc1
47	-18%[46 µM]	O=C(CCSCc1ccccc1Cl)NCc1ccc(F)cc1Cl
48	?	COc1ccc(NC(=O)CCn2cccn2)cc1OC
49	?	CCCCC(=O)Nc1ccc(C(=O)OCc2cc(=O)n3ccsc3n2)cc1
50	?	O=C(NC1CCCC1)c1ccc2c(=O)n(Cc3ccccc3)c(SCc3ccccc3F)nc2c1
51	-10%[46 µM]	Cc1ccc([N+](=O)[O-])cc1S(=O)(=O)N1CCn2cccc2C1c1ccccc1F (stereo unspecified)
52	?	COc1cccc(C(=O)NCC(c2ccc(N(C)C)cc2)N2CCOCC2)c1OC (stereo unspecified)
53	-2%[46 µM]	CCOc1ccc(CCNC(=O)CCn2c(=O)c3cccn3c3ccc(F)cc32)cc1OCC
54	?	Cc1cc(Nc2ccc(C(C)C)cc2)nc(-n2nc(C)cc2C)n1
55	-10%[46 µM]	CCOC(=O)c1ccccc1NC(=O)C1CCN(c2ncnc3c2nc2n3CCCCC2)CC1
56	12%[46 µM]	Cc1ccccc1NC(=O)CN1C(=O)CCn2nc(-c3cccn3C)cc21
57	-17%[46 µM]	Cc1cc(C)n(-c2nnc(Nc3ccc(C(C)C)cc3)c3ccccc23)n1
58	-15%[46 µM]	CCOc1ccc(CNS(=O)(=O)c2ccc3c(c2)CCCN3C(C)=O)cc1OC
59	12%[46 µM]	O=C(CN1C(=O)CCn2nc(-c3ccccc3)cc21)NCc1ccccc1
60	?	CCn1c(SC)nc2c([nH]c3ccccc32)c1=O

At a glance, part of the list above:
cpd	LMNA splice mod	SMILES
1	?	CCCNC(=O)Cn1nc(C)c2c(C)n(-c3ccccc3)nc2c1=O
2	22%[46 µM]	CCCC(CCC)C(=O)Nc1cc(-c2cn3cccnc3n2)ccc1OC
3	6%[46 µM]	Cc1cccc(NS(=O)(=O)c2nnc(NC(=O)C3CCCCC3)s2)c1
4	0%[46 µM]	CCNC(=O)c1ccc2nc(CCc3ccccc3)oc2c1
5	?	CC1=C(c2ccc(C)c(C)c2)S(=O)(=O)N=C1N1CCC(C(=O)N2CCC(C)CC2)CC1
6	?	CCc1ccc(C2=NN(CCC(=O)NCCc3ccc(OC)c(OC)c3)C(=O)CC2)cc1
7	9%[46 µM]	CCOC(=O)c1c(C)oc2ncnc(Nc3cc(Cl)ccc3OC)c12
8	?	CS(=O)(=O)c1cccc(-c2nnc(NC(=O)c3ccc4c(c3)OCCO4)o2)c1
9	-6%[46 µM]	CC(NC(=O)c1ccc2nc(Cc3ccccc3)oc2c1)c1ccccc1 (stereo unspecified)
10	10%[46 µM]	COC(=O)c1cc(C)nc2c1c(=O)nc(SCc1ccccc1C)n2C1CC1
11	?	CC(=O)Nc1ccc(C(=O)Nc2ccc3c(c2)N(C2CCCC2)C(=O)c2ccccc2S3)cc1
12	0%[46 µM]	COc1ccc(OC)c(S(=O)(=O)N2CCN(Cc3nc4ccc(C)cc4o3)CC2)c1
13	?	Cc1cccc(NC(=O)c2cc(S(=O)(=O)NCc3ccc4c(c3)OCO4)ccc2F)c1C
14	18%[46 µM]	COc1ccc(NC(=O)c2ccc3nc(C(C)C)oc3c2)cc1OC
15	?	Cc1cc(C)cc(OCC(=O)NCC2(N3CCOCC3)CCCCC2)c1
16	-13%[46 µM]	CCOc1ccc(NC(=O)CSc2nc3ccccc3c(=O)n2CCC(=O)NC2CCCCC2)cc1
17	-1%[46 µM]	O=C(CCOc1ccccc1)N(Cc1cccnc1)c1nc2ccc(Cl)cc2s1
18	4%[46 µM]	Cc1cc(C)c(NC(=O)CSc2nc3nccnc3c(=O)n2CCc2c[nH]c3ccccc23)c(C)c1
19	-2%[46 µM]	Cc1ccsc1CN1CCc2nc(N3CCN(c4ccccc4F)CC3)ncc2C1
20	-2%[46 µM]	COc1ccc(CNC(=O)C2=C(C)C(=O)OC23CCCCC3)cc1
21	15%[46 µM]	Cn1cc(S(=O)(=O)N2CCOCC2)cc1C(=O)Nc1ccc(Cl)c(C(F)(F)F)c1
22	-2%[46 µM]	COc1ccc(CCNC(=O)c2ccc(Cn3c(SCC(=O)NCCC(C)C)nc4cc5c(cc4c3=O)OCO5)cc2)cc1OC

3 entries already listed, ordered by formula weight, rising:
cpd	LMNA splice mod	SMILES
40	5%[46 µM]	CCCCNC(=O)c1nn(-c2ccc(C)cc2)c(=O)n(C)c1=O
35	12%[46 µM]	CCOc1ccccc1NC(=O)N1CC(CC)Oc2ccccc21 (stereo unspecified)
52	?	COc1cccc(C(=O)NCC(c2ccc(N(C)C)cc2)N2CCOCC2)c1OC (stereo unspecified)

Carrying on:
cpd	LMNA splice mod	SMILES
61	?	O=C(Nc1ccc(C(=O)OCc2cc(=O)n3c4c(sc3n2)CCCC4)cc1)c1cccc(F)c1
62	8%[46 µM]	Cc1ccc2[nH]c(C(=O)Nc3ccccc3)cc2c1
63	-5%[46 µM]	COc1ccc(NC(=O)c2cc3c(=O)n(Cc4cccnc4)ccc3nc2C)cc1Cl
64	-2%[46 µM]	CCN(CC)CCNC(=O)CN1C(=O)CSc2ccc(S(=O)(=O)N3CCOCC3)cc21
65	5%[46 µM]	CCOc1ccc(-c2nnc(SCC(=O)NC(C)CC)nc2-c2ccc(OCC)c(OC)c2)cc1OC (stereo unspecified)
66	-4%[46 µM]	Cc1ccc(C(=O)n2nc(C)c(S(=O)(=O)N3CCCCCC3)c2C)cc1
67	-1%[46 µM]	CCOC(=O)c1ccc(NC(=O)CSc2nccn2Cc2ccc(OC)cc2)cc1
68	3%[46 µM]	O=C(Cn1ccc2cc(S(=O)(=O)N3CCCCC3)ccc21)NCc1ccccc1Cl
69	-3%[46 µM]	COCCn1c(CNC(=O)c2cc([N+](=O)[O-])ccc2Cl)nc2cccnc21
70	13%[46 µM]	COCCCn1c(SCC(=O)Nc2ccc(F)cc2)nc2c(sc3ccccc32)c1=O
71	?	CCOC(=O)c1noc2ncn(CC(=O)Nc3ccccc3OC)c(=O)c12
72	3%[46 µM]	Cc1ccc(CSc2nc(=O)c3c(n2C)NC(=O)CC3c2ccc(OC(C)C)cc2)cc1 (stereo unspecified)
73	-7%[46 µM]	CC(C)c1nc2ccc(C(=O)NCCCN3CCN(c4ccc(F)cc4)CC3)cc2o1
74	12%[46 µM]	CCOc1ccc(-n2c(SCC(=O)N3CCOCC3)nc3c([nH]c4ccccc43)c2=O)cc1

Screening data (PubChem BioAssay)
